# Pf growth 48h – P. falciparum growth inhibition at 48 hours (one generation); hit rate 5.9% among 310,000; P. falciparum luciferase growth in erythrocytes, 48 h; Potency, µM (titrated, usually from 28.7 µM), for inactives: at the top dose activity change, negative = inhibition, hits mostly inhibitors; AID 504832; further: potency means the concentration at half of the fitted maximal effect; on the % scale 0 is the no-effect control and ±100 the full control effect
#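 Erythrocytes infected with P. falciparum carrying an integrated firefly luciferase reporter (2% hematocrit, 0.1% parasitemia final) were exposed to compounds in RPMI 1640 with 0.5% Albumax at 37 C, 5% CO2. Growth inhibition was scored as reduced luminescence.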
# Shiga toxin inh – Shiga toxin inhibition. Vero cells, Shiga toxin protein synthesis inhibition reporter. inhibition, % at 38.7 µM. hit rate 9.2% among 290,000. AID 2315; in the data active means inhibition mostly above about 28%, no sharp cut-off; inactive means mostly below about 43%; further: 0% is about no effect
# FBPA Giardia inh – blocks Giardia fructose-bisphosphate aldolase activity; A8B2U2; purified Giardia FBPA; Potency, µM (top dose mostly 59.6 µM), for inactives: at the highest dose activity, negative = inhibition, actives largely listed as inhibitors; hit rate 0.71% among 290,000; AID 2451; further: potency means the concentration at half of the fitted maximal effect; on the % scale 0 is the no-effect control and ±100 the full control effect; nearly all actives have a fitted effect of over 55% in size
# Target sequence (A8B2U2 whole entry, looked up): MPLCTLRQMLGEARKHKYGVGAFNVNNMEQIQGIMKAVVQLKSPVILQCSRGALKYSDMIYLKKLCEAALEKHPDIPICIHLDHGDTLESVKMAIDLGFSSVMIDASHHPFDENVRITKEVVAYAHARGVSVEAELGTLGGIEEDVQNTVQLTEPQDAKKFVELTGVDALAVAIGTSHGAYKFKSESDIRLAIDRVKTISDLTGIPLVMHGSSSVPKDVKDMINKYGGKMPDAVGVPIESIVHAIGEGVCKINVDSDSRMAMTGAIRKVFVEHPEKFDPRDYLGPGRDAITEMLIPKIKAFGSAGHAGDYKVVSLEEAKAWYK
#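 40 nM FBPA preincubated 10 min at RT with compound (up to 57.5 uM final), then substrate plus GAPDH/TPI/NAD/arsenate coupling and diaphorase/resazurin added. Fluorescence read after 20 min at RT, 525/598 nm.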
# Cycloheximide cs – affects cycloheximide protein synthesis inhibition readout, counter-screen; cell reporter, cycloheximide protein synthesis inhibition counterscreen; max response, %; hit rate 12% among 300,000; AID 2314; in the data active means max response mostly above about 13%, no sharp cut-off; inactive means mostly below about 14%; further: read at 38.3 µM for the half of the compounds with a filed dose; 0% is about no effect
# Pf growth 96h – P. falciparum growth inhibition at 96 hour, primary screen for plastid delayed-death inhibitors. hit rate 6.9% among 320,000. Potency, µM (series often up to 28.7 µM), for inactives: at the highest dose activity change, negative = inhibition, actives largely listed as inhibitors. P. falciparum luciferase reporter growth, 96 h; further: potency means the concentration at half of the fitted maximal effect; on the % scale 0 is the no-effect control and ±100 the full control effect
#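 96 h incubation, 37 C, 5% CO2, of luciferase-reporter P. falciparum-infected RBCs (2% hematocrit, 0.05% parasitemia final) with test compounds; endpoint luminescence.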
# HCV inh – inhibitors of hepatitis C virus infection | Huh7.5.1 HCVcc-Cre infection, luciferase reporter, 44 h | Potency, µM (top dose mostly 41.8 µM), without a hit: at the top dose activity change, negative = inhibition, actives largely listed as inhibitors | hit rate 3.4% among 340,000; further: potency means the concentration at half of the fitted maximal effect; on the % scale 0 is the no-effect control and ±100 the full control effect
#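 Antiviral activity was scored by luciferase reporter output from cells infected with HCVcc-Cre (~0.5 moi) in presence of compound, 44 h infection period, cells seeded 1,000/well 4 h prior.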
# * = called active by the depositor; i = inactive; u = inconclusive; x = no result given; [ ] = another dose, or the depositor's remark. Unless noted, the call rests on the fitted dose curve; in most records, active means well fitted curve in the direction sought with a large enough effect; inconclusive means small, poorly fitted or top-dose-only effect, or another doubt; inactive means no such curve, though single readings can be large; an effect the other way counts as inactive or inconclusive.
# The opening 5 records (preview)
# Under each structure – Pf growth 48h | Shiga toxin inh | FBPA Giardia inh | Cycloheximide cs | Pf growth 96h | HCV inh
CC(NC(=O)c1ccc(NC(=O)CC2SC(N3CCCC3)=NC2=O)cc1)c1ccccc1 (configuration not stated)
    u | x | x | x | u | 9%
CCCn1c(N)c(N(CCOC)C(=O)CSc2ccccc2)c(=O)[nH]c1=O
    4% | x | x | x | -5% | -7%
O=c1[nH]c2ccc(Br)cc2c(-c2ccccc2)c1CN1CCOCC1
    x | 12 | -17% | -1 | u | 15%
O=S(=O)(NCc1csc(-c2cccnc2)n1)c1cccs1
    2% | 7 | -1% | 21 | u | 8%
COc1ccc(Cn2nnnc2C(c2cc3cccc(C)c3[nH]c2=O)N2CCOCC2)cc1 (configuration not stated)
    9% | 35* | 8% | 20 | u | -1%

# The listing, previewed entries included:
# Under each structure – Pf growth 48h | Shiga toxin inh | FBPA Giardia inh | Cycloheximide cs | Pf growth 96h | HCV inh
CC(NC(=O)c1ccc(NC(=O)CC2SC(N3CCCC3)=NC2=O)cc1)c1ccccc1 (configuration not stated)
    u | x | x | x | u | 9%
CCCn1c(N)c(N(CCOC)C(=O)CSc2ccccc2)c(=O)[nH]c1=O
    4% | x | x | x | -5% | -7%
O=c1[nH]c2ccc(Br)cc2c(-c2ccccc2)c1CN1CCOCC1
    x | 12 | -17% | -1 | u | 15%
O=S(=O)(NCc1csc(-c2cccnc2)n1)c1cccs1
    2% | 7 | -1% | 21 | u | 8%
COc1ccc(Cn2nnnc2C(c2cc3cccc(C)c3[nH]c2=O)N2CCOCC2)cc1 (configuration not stated)
    9% | 35* | 8% | 20 | u | -1%
Cc1cc(C)c(S(=O)(=O)c2ccccc2)c(N2CCOCC2)n1
    u | -10 | -1% | -4 | -7% | 9%
Cc1ccc(C(=O)Nc2c3c(nn2-c2ccccc2)CS(=O)(=O)C3)cc1C
    -4% | 14 | x | -1 | -4% | x
Clc1ccc(-c2nnc(CCc3ccccc3)o2)c(Cl)c1
    76%[activator] | 90* | 0% | 41* | 200%[activator] | 2%
CNC(=O)c1ccsc1NC(=O)CCS(=O)(=O)c1ccc(Cl)cc1
    u | x | x | x | -7% | 3%
CN1C(=S)NC(C)(C)CC1(C)c1ccc(O)cc1O (configuration not stated)
    -2% | -14 | 1% | -6 | -4% | 22%
COCCN(C)C(=O)CCc1nnc(Cc2ccc(-c3ccccc3)cc2)o1
    -11% | -15 | 4% | 10 | -10% | -2%
Cc1cc(C)c2c3c(sc2n1)C(=O)N(c1ccccc1)CC(=O)N3
    0% | 33 | -2% | -2 | 65%[activator] | -9%
O=C(CSc1ccc(F)cc1)Nc1ccc(N2CCOCC2)c(Cl)c1
    13% | 26 | x | 20 | 142%[activator] | x
COC(=O)c1c(NC(=O)c2cnccn2)sc2c1CCC2
    20% | -10 | -14% | 5 | x | u
CCn1nnc(NC(=O)C(C)Oc2ccc(Cl)cc2Cl)n1 (configuration not stated)
    -7% | -12 | -1% | 7 | 35%[activator] | -5%
C=CCOc1cccc(CNc2cccc(C(=O)O)c2)c1
    92%[activator] | 104* | u | 29* | 51%[activator] | 11%
COc1ccc(C(=O)Nc2ccc(NC(=O)c3ccco3)cc2)cc1
    -11% | 29 | -3% | -6 | 12% | u
CCCc1cc(=O)[nH]c(SCC(=O)Nc2nc3ccc(OCC)cc3s2)n1
    20% | 52* | 7% | 14* | 22% | 9%
O=C(Cc1cccc2ccccc12)NCCc1ccccc1
    -27% | x | -1% | -1 | -23% | 10%
O=C(Cn1cnc2c(cnn2-c2ccc(F)cc2)c1=O)NCC1CCCO1 (configuration not stated)
    21% | -15 | 4% | -3 | 0% | -11%
O=C(CCCc1ccccc1)N1CCc2ccccc21
    x | 109* | 2% | 49* | u | -16%
O=C1CCC(=O)N1c1ccc(-c2nc3ccccc3s2)cc1
    i | 62* | 1% | 35* | 41%[activator] | -2%
c1ccc2cc3c(NCCN4CCOCC4)ccnc3cc2c1
    0.15µM* | 6 | u | -2 | 0.17µM* | u
C=CCNC(=O)N[C@@H](CCSC)C(=O)OC
    x | -6 | 4% | -5 | 7% | 9%
Cn1c(Cc2ccccc2)nnc1SCc1cc(=O)n2ccsc2n1
    -11% | 19 | 2% | 7 | 1% | 20%
O=C(O)c1nc(NCc2ccccc2)ncc1Cl
    -16% | 13 | -21% | 3 | -18% | 15%
COC(=O)C1=C(c2ccc(-c3ccccc3)c(F)c2)C[C@@H]2CC[C@H]1N2C(=O)N1CCC(C)CC1
    u | x | x | x | u | u
COc1ccc(CNc2ccccn2)c(O)c1
    -21% | 48* | 3% | 20* | u | 11%
C=CCNC(=O)c1ccc(Sc2ccc(C)cc2)c([N+](=O)[O-])c1
    u | -19 | 11% | -5 | u | -19%
COc1ccccc1CNC(=O)COc1ccccc1C(=O)c1cnn(-c2ccccc2)c1
    31%[activator] | x | x | x | -106% | u

# Three entries already listed, arranged by SMILES length, smallest number first.
# Under each structure – Pf growth 48h | Shiga toxin inh | FBPA Giardia inh | Cycloheximide cs | Pf growth 96h | HCV inh
c1ccc2cc3c(NCCN4CCOCC4)ccnc3cc2c1
    0.15µM* | 6 | u | -2 | 0.17µM* | u
C=CCNC(=O)c1ccc(Sc2ccc(C)cc2)c([N+](=O)[O-])c1
    u | -19 | 11% | -5 | u | -19%
COc1ccccc1CNC(=O)COc1ccccc1C(=O)c1cnn(-c2ccccc2)c1
    31%[activator] | x | x | x | -106% | u

# Remaining list, next part
# Under each structure – Pf growth 48h | Shiga toxin inh | FBPA Giardia inh | Cycloheximide cs | Pf growth 96h | HCV inh
CC(C)[C@H](NC(=O)N1CCn2c1nc1ccccc12)C(=O)NC1CCCCC1
    -23% | -5 | 12% | -3 | u | u
O=C(/C=C/c1cn(CC(O)CN2CCOCC2)c2ccccc12)c1cccs1 (configuration not stated)
    6.6µM* | 64 | -18% | 19 | u | x
Cc1ccccc1CCNC(=O)c1cc(C2CC2)nc2c1cnn2C(C)C
    12µM* | x | x | x | 13µM* | u
Oc1ccc2ccccc2c1/C=N/Nc1nnc(-c2ncc[nH]2)c2ccccc12
    2.6µM* | 25 | 7% | 48* | x | 3.2µM*
COc1ccc(NS(=O)(=O)c2cc3c(cc2C)N(C)CCO3)cc1
    -8% | -3 | -8% | -4 | -2% | -20%
CC(C)n1c2ccccc2c2nnc(SCC(=O)Nc3ccccc3C(=O)O)nc21
    u | -16 | 6% | -4 | -7% | 6%
CCOC(=O)c1cc(C#N)c(=S)[nH]c1C
    26% | -5 | -10% | 6 | 35%[activator] | -26%
CCn1c(=O)cc(SCC(=O)N2CCN(c3ccccc3OC)CC2)c2ccccc21
    u | 19 | 0% | -5 | 28% | u
CN(C)[C@@H]1CCC[C@@H]1OC(=O)C(c1ccccc1)c1ccccc1
    16% | -9 | -26% | 0 | 49%[activator] | 10%
CCNc1ccc(C(=O)OCC(=O)c2cc(C)n(Cc3ccc4c(c3)OCO4)c2C)cc1[N+](=O)[O-]
    -21% | -4 | -1% | -2 | u | u
Cc1cccc(CSc2cccc3cccnc23)c1
    32%[activator] | 152* | -18% | 60* | 4.7µM* | 19%
CCOc1cc(NC(=O)c2ccccc2[N+](=O)[O-])c(OCC)cc1NC(=O)CC(C)C
    10% | -4 | 2% | 1 | 27% | u
COc1ccc(-c2cnnc(N/N=C/c3ccc(OC)c(OC)c3)n2)cc1
    5% | 0 | 26% | 4 | 6% | -21%
Cc1cc(SCC(=O)N2CCN(C(=O)c3ccco3)CC2)c(C)cc1Br
    u | x | x | x | -20% | u
COc1ccc([C@H]2CC(=O)C=C(c3ccc(C)c4ccccc34)C2)cc1
    u | x | x | x | 1.2µM* | 5%
CCOC(=O)c1ncc2[nH]c3cccc(OC(C)C)c3c2c1C
    x | 9 | -24% | 11 | x | x
NC(=O)C1CCN(c2ccc(S(=O)(=O)N3CCCCC3)cn2)CC1
    -4% | -2 | -3% | -2 | -3% | 2%
COc1cccc(CNC(=O)Nc2cccs2)c1
    -10% | 64* | 18% | 33* | u | 5%
COc1ccc(NC(=O)COC(=O)CCCOc2ccc(Cl)cc2Cl)cc1
    8% | -9 | 3% | -4 | -3% | 10%
Cc1nn(-c2ccccc2)c2c1C(c1cccnc1)N1C=C(S(=O)(=O)N3CCCCC3)C=CC1=N2 (configuration not stated)
    1.9µM* | 11 | -17% | -2 | 53%[activator] | 14%
CC(C)Nc1nc(Cl)nc(NCCOc2ccccc2)n1
    39%[activator] | 20 | 1% | 18 | 0% | u
N#Cc1ccc(/C=C/C(=O)c2ccccc2)cc1
    11% | 47* | -4% | 20* | -20% | 11%
COc1cc(N)c(C(=O)c2nccc3cc(OC)c(OC)cc23)cc1OC
    0% | -9 | -4% | -2 | 5.2µM* | 18%
CCOC(=O)C(NC(=O)NCc1ccccc1)(OCC)C(F)(F)F (configuration not stated)
    8% | 20 | 3% | -2 | -4% | -8%
CCC(C(=O)NCc1ccco1)N(Cc1cccs1)C(=O)CNS(=O)(=O)c1ccccc1 (configuration not stated)
    -10% | 3 | -1% | -2 | x | -9%
COc1ccc(OC(C)c2nnc(N)s2)cc1 (configuration not stated)
    0% | 9 | -7% | 0 | -6% | 9%
COc1ccc(-n2cnnc2SCCC#N)cc1
    30% | -11 | 5% | -1 | 80% | -2%
CCCCn1c(N)c(N(CCC(C)C)C(=O)COC(=O)c2ccc(CC)cc2)c(=O)[nH]c1=O
    u | x | x | x | u | u
C=CCN1C(=O)C(CC(=O)O)S/C1=N/N=C/c1ccc(N(CC)CC)cc1 (configuration not stated)
    -29% | x | x | x | -27% | 18%
Cc1cc(-n2c(C)cc(C(=O)COc3cc(F)ccc3[N+](=O)[O-])c2C)no1
    9.3µM* | x | x | x | u | u
O=C(NCc1ccccc1Cl)C1CCN(S(=O)(=O)c2ccc(F)cc2)CC1
    20% | 4 | 6% | -3 | 31% | u
Cc1ccc(-c2nnc(NC(=O)CCS(=O)(=O)c3ccccc3)o2)c(C)c1
    15% | x | x | x | 1% | 5%
CC(C)C(=O)Nc1ccc2c(c1)nc(CCN1CCCCC1)n2C
    31% | 5 | -11% | 6 | 41%[activator] | 3%
O=C(Cc1ccc(Cl)cc1)N1CCC2(CC1)NCCc1[nH]cnc12
    22% | 19 | x | -2 | -3% | -16%
Cc1cc2c(C)nc(N/N=C/c3ccc(F)cc3)nc2o1
    46%[activator] | 25 | -28% | 18* | 60%[activator] | u
CCOc1cc(N2CCOCC2)c(OCC)cc1NC(=O)c1ccc(C)s1
    u | -15 | -14% | -5 | u | 25µM*
COc1cc(OC)c(N(C)S(=O)(=O)c2cccc(C(=O)OCC(=O)NCc3ccco3)c2)cc1Cl
    u | -12 | -4% | 21* | u | 9%
Cc1ccsc1C1C2=C(CC(C)(C)CC2=O)Nc2ncnn21 (configuration not stated)
    x | -13 | -10% | -5 | u | 10%
COc1ccc(CC(=O)NC(=S)Nc2ccc(S(=O)(=O)NC(C)(C)C)cc2)cc1
    5% | -17 | -1% | -5 | 36%[activator] | -26%
COc1ccc(NC(=O)c2cccc(C#N)c2)cc1NS(=O)(=O)c1ccc(F)cc1
    -20% | -4 | 0% | -2 | -8% | 6%
Cc1sc2nc(CSC(C)C(=O)Nc3cc(S(C)(=O)=O)ccc3Cl)[nH]c(=O)c2c1C (configuration not stated)
    2% | x | x | x | u | u
Cc1cc(F)ccc1NC(=O)CCCN(C)S(=O)(=O)c1ccc(F)cc1
    0% | 17 | 11% | -6 | 6% | -28%
CC(C)(C)C1CCC(=O)N(CCSc2ccccc2)CC1 (configuration not stated)
    260%[activator] | 62* | -11% | 32* | 8% | 3.5µM*
O=C(O)c1cccc2[nH]c(C(F)(F)F)nc12
    48%[activator] | -5 | -25% | -3 | 7% | 6%
CCOc1ccc(C2CC(=O)c3c([nH]c(C(=O)OC)c3C)C2)cc1OC (configuration not stated)
    u | 22 | -2% | 17 | 41%[activator] | -34%

# High-throughput results: PubChem BioAssay, National Center for Advancing Translational Sciences (NCATS)
